# Assay outcomes from PubChem BioAssay.
# HIF act = HIF pathway transcriptional activation; AID 1910; actives 0.32% (n = 300,000); activation, % at 7.5 µM (by protocol); U2OS HRE-luciferase reporter, luminescence; normalized: DMSO 0%, desferrioxamine 100%;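 active = mean activation of at least 10% of the iron chelator positive control signal, with at least half of replicates also reaching 10%; inconclusive = mean and replicate majority disagree about reaching 10%; inactive = mean and most replicates under 10%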
# HSF-1 act = increases HSF-1 driven luciferase reporter signal | NIH3T3-HGL HSF-1 luciferase reporter, MG132, 8 h; 100% = twice DMSO control signal | AID 504408 | activation, % at 9 µM | actives 1.7% (n = 300,000);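 active = mean replicate activation of at least 50% with a set share of replicates each reaching 50%; inconclusive = only one of those two conditions met; inactive = mean below 50% and too few replicates reaching it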;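 note: 0% = median of the neutral control wells and 100% = twice that signal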
# IEC-6 cytotox = IEC-6 cytotoxicity, counter-screen for KLF5 inhibitors; luminescence viability; inhibition, % at 5 µM; actives 0.78% (n = 290,000); AID 1825; in the data active = inhibition above about 22%;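 note: 0% = plate median of test compound wells and 100% = cytotoxic reference compound wells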
# AI-2 QS mod = Vibrio harveyi AI-2 quorum sensing modulation. Vibrio harveyi JMH597 AI-2 luminescence/OD600 ratio, 9 h; hits give low values; strain lacks LuxN and CqsS sensors; 0 = neutral-control median. activity change, % at 7.5 µM. actives 0.4% (n = 300,000). AID 2094; in the data active = activity change below about -75%, passing the limit was not always enough; inconclusive = no clear call, values can overlap the other calls;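 note: luminescence divided by OD600 gain over 9 h not by final OD600 alone; inactives centre near 13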
# GSK3A inh = blocks human GSK-3 alpha kinase; P49840; inhibition, % at 10 µM; actives 0.1% (n = 320,000); ADP-Glo luminescence, 60 min;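 in the data active = inhibition above about 50%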;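 note: GST-tagged GSK-3 alpha with peptide substrate and 25 µM ATP; 0% = DMSO neutral wells and 100% = GW8510 positive control wells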
# Target sequence (P49840 whole entry, looked up): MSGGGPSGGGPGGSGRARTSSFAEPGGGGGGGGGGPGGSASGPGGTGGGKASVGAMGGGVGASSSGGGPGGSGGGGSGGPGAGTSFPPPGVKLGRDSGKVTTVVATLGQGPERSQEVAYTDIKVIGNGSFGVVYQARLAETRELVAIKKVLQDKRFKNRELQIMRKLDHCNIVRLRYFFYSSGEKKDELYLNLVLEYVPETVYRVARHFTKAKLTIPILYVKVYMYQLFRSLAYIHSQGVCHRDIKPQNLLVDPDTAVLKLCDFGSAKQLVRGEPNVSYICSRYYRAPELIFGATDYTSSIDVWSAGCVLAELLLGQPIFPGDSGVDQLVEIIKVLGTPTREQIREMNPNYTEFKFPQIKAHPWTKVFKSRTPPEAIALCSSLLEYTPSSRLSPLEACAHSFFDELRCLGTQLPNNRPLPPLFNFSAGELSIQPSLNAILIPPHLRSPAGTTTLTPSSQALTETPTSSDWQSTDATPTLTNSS
# HSP90 inh = blocks HSP90-mediated luciferase refolding in reticulocyte lysate; Rabbit reticulocyte lysate, luciferase refolding luminescence, 3 h; inhibition, % at 5.6 µM; actives 0.91% (n = 290,000); AID 1789;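 active = inhibition above the screen-wide mean plus 3 SD, computed separately per campaign, cut at about 16% in these data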;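 note: 0% = DMSO wells and 100% = 60 µM geldanamycin wells; inhibitors lower the luminescence because luciferase stays unfolded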
# GSK3beta inhib = blocks human GSK3beta kinase activity | P49841 | activity score (negative = inhibition), % at 10 µM | actives 0.038% (n = 300,000) | GST-GSK3beta kinase, ADP-Glo luminescence, 60 min; hits give low values;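 active = more than half of replicate wells score below -50%, meaning over 50% inhibition versus plate controls; inconclusive = some replicates but at most half score below -50%; inactive = no replicate scores below -50%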;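 note: 0% = median DMSO wells and -100% = median GW8510 positive control wells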
# Target sequence (P49841 whole entry, looked up): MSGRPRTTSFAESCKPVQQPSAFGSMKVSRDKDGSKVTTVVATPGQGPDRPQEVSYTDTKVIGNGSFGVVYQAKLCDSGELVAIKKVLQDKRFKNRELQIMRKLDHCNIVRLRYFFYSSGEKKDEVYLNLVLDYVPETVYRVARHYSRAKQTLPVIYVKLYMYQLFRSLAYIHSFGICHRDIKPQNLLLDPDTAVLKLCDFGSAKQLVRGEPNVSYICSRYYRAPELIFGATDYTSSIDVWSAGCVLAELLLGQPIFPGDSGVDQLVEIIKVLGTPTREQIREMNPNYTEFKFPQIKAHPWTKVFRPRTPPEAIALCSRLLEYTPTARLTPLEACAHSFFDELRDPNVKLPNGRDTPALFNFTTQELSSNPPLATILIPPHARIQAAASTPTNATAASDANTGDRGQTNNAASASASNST
#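 Test system – GST-tagged human GSK3beta kinase, cell-free · Incubation – 60 min enzyme reaction, room temperature · Signal – ADP-Glo luminescence · Also added – peptide substrate and ATP at 25 µM · Controls – DMSO neutral wells and GW8510 at 20 µM as positive · Buffer or medium – Tris/MgCl2 kinase buffer · Measure – Luminescence-derived activity versus plate DMSO and GW8510 wells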
# HSF1 inhib = HSF1 inhibition | NIH3T3-HGL HSE-luciferase, MG132-induced, luminescence 8 h; hits give low values | actives 0.77% (n = 300,000) | AID 2098 | activity change, negative = inhibition, % at 7.5 µM (by protocol);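 active = more than half of replicate wells show activity change below -50%, luminescence cut by over half; inconclusive = some wells, but at most half, below -50%; inactive = no replicate well below -50%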;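 note: luciferase reports HSF-1 transcriptional activity via heat shock element; 0% = median of DMSO wells and -100% = zero luminescence signal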
# KLF5 inhibitor = suppresses KLF5 promoter-driven expression. DLD-1 KLF5 promoter-luciferase reporter, luminescence. AID 1700. actives 0.23% (n = 290,000). inhibition, % at 5 µM;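 active = inhibition above a per-plate limit of that plate's mean compound inhibition plus 3 SD, cut at about 60% in these data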;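 note: 0% = DMSO wells and 100% = LY294002 at 200 µM; higher means less KLF5 promoter-driven luciferase light; inactives centre near -14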
# aSyn 5UTR inh = MLPCN primary screen, SNCA 5' untranslated region; AID 1813; alpha-synuclein 5'UTR reporter, inhibitor activity; actives 0.82% (n = 300,000); inhibition, % (tested at 7.5 µM); in the data active = inhibition above about 60%; inconclusive = no clear call, values can overlap the other calls;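 note: H4 neuroglioblastoma cells stably carrying SNCA 5'UTR luciferase fusion; 0% = DMSO wells and 100% = positive control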
# * hit, by the source's call; ? = inconclusive; nt = no result given.
SMILES,HIF act,HSF-1 act,IEC-6 cytotox,AI-2 QS mod,GSK3A inh,HSP90 inh,GSK3beta inhib,HSF1 inhib,KLF5 inhibitor,aSyn 5UTR inh
Cc1cc(C)nc(NS(=O)(=O)c2ccc(NC(=O)C3(c4ccc([N+](=O)[O-])cc4)CCCC3)cc2)n1,-1.2,-3,-2,35,-3,-1,4,7,3,16
Cc1ccc(NC(=O)CSc2nnc(-c3cccs3)o2)cc1S(=O)(=O)N1CCCCC1,-0.2,5,5,33,7,2,-2,-5,-17,8
O=S(=O)(NCC1NCCc2ccccc21)c1ccccc1 (stereo not drawn),0.5,-3,3,8,-2,0,2,7,-16,-23
O=C(NC1CCCCC1)C(c1ccc(F)cc1)N(Cc1ccc2c(c1)OCO2)C(=O)c1cnsn1 (stereo not drawn),-0.5,24,-5,8,2,-2,0,-3,29,-18
c1ccc(OCCOc2ccccc2-c2nnco2)cc1,1.5,22,-2,14,2,-2,-2,17,-12,-64
COc1ccccc1N(C(=O)Cn1nnc2ccccc21)C(C(=O)NCc1ccco1)c1ccc(C)o1 (stereo not drawn),-0.1,2,-3,0,0,3,0,6,-16,-5
Cc1cc(CN2CCOCC2)c(O)c(C2(C)CCCCC2)c1,-0.8,20,-1,7,-3,1,1,8,-20,12
Cc1ccnc(NC(=O)c2ccc(NC(=O)CC3SC(N4CCCC4)=NC3=O)cc2)c1 (stereo not drawn),0.6,-7,nt,6,-4,nt,-1,0,nt,-32
C/C(=N\NC(=O)c1cccc(Br)c1)c1ccccn1,0.6,-5,12,10,1,5,-2,-2,39,108*
COc1ccc(CNC(=O)CN(C2CCCCC2)S(C)(=O)=O)cc1,0.2,-3,-9,23,-1,0,4,-6,-2,-8
CCOC(=O)N1CCc2c(sc(NC(=O)CN3CCOCC3)c2C(=O)Nc2ccccc2)C1,-0.6,18,-1,10,-2,1,1,17,-12,0
CCC1=[N+](C)c2cccc3cccc(c23)N1C,0.0,9,0,27,2,1,7,5,-20,-8
Cc1cc(=O)oc2c(C)c(OCC(=O)N3CCN(c4ccc(F)cc4)CC3)ccc12,-0.1,11,-1,7,-8,1,2,-3,-24,28
O=C(/C=C/c1ccco1)N1CCN(c2ccccc2)CC1,0.4,38,-2,22,-3,-2,0,12,-26,-15
CSc1nnc(-c2cccc(C)c2)n1N,0.4,-4,1,1,-1,3,1,-5,5,-7
Cc1cccc(Nc2nnc(-c3ccc(C(=O)N4C[C@H]5C[C@H](C4)c4cccc(=O)n4C5)cc3)c3ccccc23)c1,-0.2,-7,3,27,-2,8,-6,-6,-6,2
Cc1ccc(NC(=O)C(C)OC(=O)Cn2cnc3ccccc3c2=O)cc1 (stereo not drawn),-0.5,9,nt,17,0,nt,1,1,nt,-22
O=C(Nc1ccc(Cl)cc1Cl)c1ccc(Br)o1,2.7,38,4,6,-2,-1,1,12,-97,-124
CN(C)S(=O)(=O)n1cc(/C=C(\NC(=O)c2ccccc2F)C(=O)N2CCOCC2)c2ccccc21,0.2,2,-4,13,-3,-8,1,1,-33,15
CC(C)Cc1nc2sc3c(NCc4ccco4)ncnc3c2c2c1COC(C)(C)C2,-1.0,18,-4,5,-4,1,3,8,-9,38
CCN1CCN(c2ccc(S(=O)(=O)N3CCCCC3)cc2NC(=O)/C=C/c2ccc(F)cc2)CC1,0.3,-24,nt,0,4,nt,0,-6,nt,-12
O=c1c(-n2cncn2)c[nH]n1-c1cccc(Cl)n1,0.0,-6,0,27,-3,-5,-1,-1,-29,-19
CC(C)(C)NS(=O)(=O)c1ccc(OCC(=O)NCC2CCCO2)cc1 (stereo not drawn),-0.3,-28,nt,40,nt,nt,-1,-17,nt,-11
CC(C)(O)c1cc(=O)sc2nc3ccccc3n12,1.6,30,-2,21,2,-1,-3,11,-136,-103
CCn1c(=O)n(CC)c2cc(N3CCCC3)c(NC(=O)c3ccccc3C)cc21,0.1,-3,3,24,0,-4,3,-3,-26,27
Cn1c(=O)c(NC(=O)c2ccccc2)c2n(c1=S)CCCCC2,-0.2,27,7,20,-1,-1,0,-3,-5,-36
CCn1c(C(Cc2ccccc2)NC(=O)COC)nc2ccccc21 (stereo not drawn),0.1,11,-2,18,0,0,4,-1,-29,-14
CN(C)c1ccc(C(=O)OCC(=O)NCCNC(=O)COC(=O)c2ccc(N(C)C)cc2)cc1,-0.2,-3,2,30,-3,-1,-2,-8,-46,1
CCNc1sc(C(=O)OCC)c(N)c1C#N,0.0,5,0,18,4,6,2,-1,-21,16
O=C(NC(=S)NNC(=O)c1ccco1)c1ccccc1,-0.5,8,7,?,-1,0,2,10,-10,3
O=C1/C(=C/N(C(=O)c2ccco2)c2ccc(Cl)cc2)Sc2ccccc21,3.8,37,7,26,-1,16*,2,14,-36,-184
COc1cccc(CN(C(=O)c2ccccc2Cl)C2CCS(=O)(=O)C2)c1 (stereo not drawn),-0.1,-11,-6,11,-7,0,-1,1,-24,-7
CCc1ccc(OCC(=O)NC(=S)Nc2cccc(CO)c2)c(Br)c1,2.5,-19,0,4,1,-1,-8,-14,-35,-42
COc1ccc(C(C)(C)C)cc1NC(=O)c1c(C)noc1C,-0.1,0,-2,9,0,-1,-2,-1,-7,1
CCCCN(C(=O)c1ccco1)c1nnc(-c2cc(OC)c(OC)c(OC)c2)s1,-0.1,3,-2,8,1,-2,-3,3,-6,20
Cc1nn(-c2ccccc2)c(C)c1[N+](=O)[O-],-0.4,10,1,12,-3,-4,3,11,-34,8
O=S(=O)(NCC(Nc1ccccc1)c1ccccc1)c1ccc(Cl)cc1 (stereo not drawn),0.2,9,0,16,-4,1,1,15,-16,-1
O=C(c1cc2nc(C3CC3)cc(C(F)F)n2n1)N1CCOCC1,-0.2,0,0,19,-2,0,1,3,-43,-12
CCOc1ccc(S(=O)(=O)Nc2ccncc2)c(C)c1C,-0.3,-3,-1,21,5,-2,-1,-4,-48,15
CCCNc1nc2c(c(=O)n(C)c(=O)n2C)n1CCc1ccccc1,-0.1,8,0,8,3,1,-3,2,2,-17
CC(=O)NC1(c2ccc(F)cc2)CCN(C(=O)Nc2ccc(F)cc2F)CC1,-0.3,21,4,10,-1,-3,2,7,-22,6
Cc1ccccc1Cc1c(C)nc2ncnn2c1C,-0.3,4,9,23,-4,1,2,-5,-15,12
O=S(=O)(c1ccc(Cl)cc1)c1nc(-c2ccccc2F)oc1NCCN1CCOCC1,-0.3,-12,-11,43,2,-8,2,2,1,-32
O=C(Nc1ccc(Oc2cccnc2)cc1)c1ccc([N+](=O)[O-])cc1,0.6,9,7,43,2,3,2,2,-14,-13
CS(=O)(=O)c1ccc(Sc2nc3ccccc3s2)c([N+](=O)[O-])c1,0.5,-10,-3,-6,-2,-5,-1,-8,1,-42

# Fetched by structure from the list above (two):
SMILES,HIF act,HSF-1 act,IEC-6 cytotox,AI-2 QS mod,GSK3A inh,HSP90 inh,GSK3beta inhib,HSF1 inhib,KLF5 inhibitor,aSyn 5UTR inh
CS(=O)(=O)c1ccc(Sc2nc3ccccc3s2)c([N+](=O)[O-])c1,0.5,-10,-3,-6,-2,-5,-1,-8,1,-42
Cc1nn(-c2ccccc2)c(C)c1[N+](=O)[O-],-0.4,10,1,12,-3,-4,3,11,-34,8

# (more compounds)
SMILES,HIF act,HSF-1 act,IEC-6 cytotox,AI-2 QS mod,GSK3A inh,HSP90 inh,GSK3beta inhib,HSF1 inhib,KLF5 inhibitor,aSyn 5UTR inh
CC1(C)Cc2c(sc(/N=C/N3CCCCCC3)c2C#N)C(C)(C)N1,-0.2,23,1,18,0,5,-3,5,-6,-31
CCN(CC)S(=O)(=O)c1cccc(-c2nnc(SCC(=O)NC)n2N)c1,-0.6,15,0,16,-1,3,2,-1,-5,20
Nc1nc(SCC(=O)NC2CCCC2)[nH]c(=O)c1NC(=O)c1cccs1,-0.2,1,1,27,-6,-2,2,-6,-8,-6
Cn1c(SCC(=O)c2ccc3c(c2)Cc2ccccc2-3)nnc1-c1cccc(N)c1,0.4,6,-3,-3,-1,-5,-1,1,-53,-6
O=[N+]([O-])c1ccc(O)c(Nc2c([N+](=O)[O-])ccc3nonc23)c1,-2.9,-4,-3,8,3,-2,2,-1,-23,28
COc1cccc(/C=C/C(=O)NCC2CCCCC2)c1,0.4,28,7,-15,1,0,3,3,-49,-17
O=C(CN1CCN(c2ccccc2)CC1)Nc1ccc2c(c1)CCC2,-0.5,1,1,4,-4,-2,3,0,-13,-29
CC(=O)c1ccc(N2CCN(S(=O)(=O)c3c(C(=O)N4CCCCC4)c(C)n(C)c3C)CC2)cc1,0.8,10,-1,10,8,-1,1,0,-28,-45
Cc1ccc(S(=O)(=O)Nc2ccnc3ccccc23)cc1,-0.3,2,2,29,0,1,1,-1,7,-15
COc1ccc(N2CCN(C(=O)CSc3ncn[nH]3)CC2)cc1,0.1,15,nt,19,0,nt,-4,1,nt,13
CC(C)C[C@H](NC(=O)C1CC(=O)N(c2ccc3c(c2)OCO3)C1)C(=O)NC1CCCC1 (stereo partly drawn),-0.2,-5,3,8,-3,3,2,0,-24,4
COc1ccc(C(=O)Nc2ccc3oc(Cc4ccc(Cl)cc4)nc3c2)cc1OC,0.2,9,1,2,-2,-2,0,12,-4,18
COc1cccc(-c2ccc(=O)n(CC(=O)Nc3ccc(S(=O)(=O)NCC(C)C)cc3)n2)c1,-0.3,-23,4,-1,0,6,-4,-12,-2,-4
O=C(COC(=O)CSc1ccc2ccccc2c1Br)NC1CC1,0.1,-2,2,10,-5,-1,0,-2,-26,4
Cc1ccc(C(=O)CSc2nnc(-c3cccs3)n2C)o1,0.0,18,-3,10,-1,-2,-1,3,-19,-7
Cc1ccc(NC(=O)CCS(=O)(=O)c2ccccc2)cc1S(=O)(=O)N1CCOCC1,-1.4,1,-10,7,-5,-1,0,-2,-9,2
CCOc1cc(N2CCOCC2)c(OCC)cc1NC(=O)COC(=O)c1ccccc1C,-0.1,-1,-6,5,1,1,0,9,3,-1
COCCCn1c(C(=O)NCCC2=CCCCC2)cc2c(=O)n3ccccc3nc21,2.3,2,-9,17,-1,-6,1,-1,-34,-44
COc1ccc(C(=O)NC(=S)N2CC(C)OC(C)C2)cc1 (stereo not drawn),-0.5,-6,-4,9,0,-2,3,-6,15,-25
Cc1cccc(C(=O)N2CCCN(C(=O)c3cccc(C)c3)CC2)c1,-0.1,8,-3,10,-5,-3,-3,-3,-14,0
Cc1cc(NC(=O)c2cc(-c3ccccn3)nc3c(Cl)cccc23)no1,-0.8,-3,5,-5,-1,4,0,-1,0,16
O=C(O)c1cc(NC(=O)C2CCCO2)cc(NC(=O)C2CCCO2)c1 (stereo not drawn),0.0,4,4,26,-2,0,-2,-6,-9,-2
O=C(/C=C/c1ccc(S(=O)(=O)N2CCOCC2)cc1)OCC(=O)c1ccc([N+](=O)[O-])cc1,-1.2,12,-3,14,-3,1,-3,9,-14,-2
